Source: PubChem
PI4K2A inh – PI4K2A (human) kinase inhibition; actives 0.13% (n = 420,000); purified PI4K2A, ADP-Glo luminescence, 1 h; hits give low values; activity change, negative = inhibition, % at 76.9 µM; in the data active = activity change below about -50%; inconclusive = mostly about -30% to -49%;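 note: -100% = wells without enzyme as full effect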
Target sequence (Q9BTU6 whole entry, looked up): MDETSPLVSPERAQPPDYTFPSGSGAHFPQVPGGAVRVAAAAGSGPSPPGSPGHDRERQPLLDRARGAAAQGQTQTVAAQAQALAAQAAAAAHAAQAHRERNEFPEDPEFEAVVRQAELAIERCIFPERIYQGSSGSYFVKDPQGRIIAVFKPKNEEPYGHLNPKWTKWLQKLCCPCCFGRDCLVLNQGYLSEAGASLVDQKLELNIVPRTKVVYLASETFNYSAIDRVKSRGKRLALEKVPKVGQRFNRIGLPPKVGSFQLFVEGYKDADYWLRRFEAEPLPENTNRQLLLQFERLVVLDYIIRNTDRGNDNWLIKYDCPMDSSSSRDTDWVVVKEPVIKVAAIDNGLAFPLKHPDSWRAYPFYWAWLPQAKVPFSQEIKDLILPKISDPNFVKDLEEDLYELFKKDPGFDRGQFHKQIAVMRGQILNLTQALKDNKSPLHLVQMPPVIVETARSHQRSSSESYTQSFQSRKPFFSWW
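In this quantitative HTS, ADP production by PI4K2A was quantified luminescently after 1 h at ambient temperature; 100 microM adenosine served as plate-quality control.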
USP1-UAF1 inh – blocks the human USP1/UAF1 deubiquitinase complex; recombinant USP1/UAF1, Ub-Rhodamine cleavage fluorescence; Potency, µM (highest dose often 57.1 µM), for inactives: at the top dose activity change, negative = inhibition, most hits filed as inhibitors; actives 0.23% (n = 390,000); AID 743255; note: potency is the fitted concentration of half-maximal effect; % is set by controls: 0 for no effect and ±100 for the full control effect; nearly all actives have a fitted effect of over 60% in size; inactives centre near -12
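1 nM enzyme complex + cpd, 15 min RT; start with Ub-Rho 150nM final; kinetic fluorescence ex 480/em 540, 6 reads q60 s. Buffer 50mM HEPES pH 7.8, 0.5mM EDTA, 0.1 mg/ml BSA, 1mM TCEP, 0.01% Tween-20.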
GLS inhibitor – inhibitors of human glutaminase (GLS); O94925; GLS enzymatic activity, qHTS titration; Potency, µM (highest dose often 45.5 µM), for the others: top-dose activity change, negative = inhibition, most hits filed as inhibitors; actives 0.21% (n = 410,000); AID 624170; note: potency is the fitted concentration of half-maximal effect; % is set by controls: 0 for no effect and ±100 for the full control effect
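Compounds were pin-transferred onto hKGA, after which L-glutamine (1 mM solution) and a detection mix of glutamate oxidase, HRP and Amplex Red were added. Initial and 30 min RT fluorescence reads were collected.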
Tb PGK inh – T. brucei PGK inhibition | P07378 | PGK/GAPDH coupled, Kinase-Glo luminescence, 60 min | Potency, µM (top dose mostly 57.5 µM), for inactives: at the highest dose activity change, negative = inhibition, usual class: inhibitors | actives 0.043% (n = 380,000) | AID 602233; note: potency is the fitted concentration of half-maximal effect; % is set by controls: 0 for no effect and ±100 for the full control effect; nearly all actives have a fitted effect of over 60% in size
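Luminescent ATP detection (Kinase-Glo Plus) follows a 60-minute room-temperature incubation, with wells lacking PGK as controls. Buffer: 100 mM TEA (pH 7.6), 5 mM MgCl2, 0.01% Tween-20. Coupling enzyme GAPDH (100 nM final) supplies unstable 1,3-BPG in-well.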
Pin1 inhibitor – blocks the human prolyl isomerase Pin1 | Potency, µM (top dose mostly 115 µM), for inactives: at the highest dose activity, negative = inhibition, most hits filed as inhibitors | actives 0.009% (n = 390,000) | Q13526 | AID 504891 | Pin1 FP peptide displacement, HiFluor488, 10 min; active = well fitted inhibition curve with a large enough effect in the polarisation, with a control signal flat, not every such curve was filed as active; inconclusive = small, poorly fitted or top-dose-only effect, or effect the other way, or a change in a side signal; inactive = no such curve, though single readings can be large or run the other way; the % refers to the polarisation; note: potency is the fitted concentration of half-maximal effect; % is set by controls: 0 for no effect and ±100 for the full control effect
IDH1 R132H inh – blocks human mutant IDH1 R132H enzyme | AID 602179 | Potency, µM (doses to about 76.6 µM), for the others: top-dose activity change, negative = inhibition, hits mostly inhibitors | actives 0.093% (n = 390,000) | O75874 | IDH1-R132H enzyme, NADPH consumption, diaphorase/resazurin fluorescence; note: potency is the fitted concentration of half-maximal effect; % is set by controls: 0 for no effect and ±100 for the full control effect; nearly all actives have a fitted effect of over 65% in size
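IDH1-R132H (0.5 ug/mL dispensed) in pH 7.5 Tris buffer was preincubated 30 min with compound, then given a substrate mix of 0.016 mM NADPH and 2 mM alpha-KG for 80 min at room temperature; remaining NADPH was read by diaphorase/resazurin fluorescence.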
rTrxR1 inhibitor – inhibitors of rat thioredoxin reductase 1; AID 588453; Potency, µM (series often up to 114 µM), for the others: at the highest dose activity change, negative = inhibition, usual class: inhibitors; O89049; actives 1% (n = 390,000); recombinant rTrxR1, NADPH fluorescence consumption, selenite substrate; note: potency is the fitted concentration of half-maximal effect; % is set by controls: 0 for no effect and ±100 for the full control effect; nearly all actives have a fitted effect of over 65% in size
Target sequence (O89049 whole entry, looked up): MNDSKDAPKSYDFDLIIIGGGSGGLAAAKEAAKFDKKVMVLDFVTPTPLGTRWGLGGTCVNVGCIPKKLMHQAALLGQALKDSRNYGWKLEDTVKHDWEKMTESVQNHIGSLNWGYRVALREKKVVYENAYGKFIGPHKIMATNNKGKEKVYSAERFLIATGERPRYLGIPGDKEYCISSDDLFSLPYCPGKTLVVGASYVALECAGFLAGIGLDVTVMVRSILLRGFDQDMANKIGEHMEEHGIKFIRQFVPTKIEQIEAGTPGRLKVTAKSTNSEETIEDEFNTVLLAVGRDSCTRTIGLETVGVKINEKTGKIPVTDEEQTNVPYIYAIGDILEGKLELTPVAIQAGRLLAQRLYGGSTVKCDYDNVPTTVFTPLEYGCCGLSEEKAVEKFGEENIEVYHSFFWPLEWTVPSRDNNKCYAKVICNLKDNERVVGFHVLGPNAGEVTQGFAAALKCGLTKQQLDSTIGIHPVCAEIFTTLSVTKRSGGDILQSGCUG
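Rat TrxR1 (90 nM in the dispensed reagent) was pre-reduced with 400 uM NADPH for 5 min at room temperature, then incubated with compound for 15 min. After 400 uM selenite was added, NADPH fluorescence (Ex 340/Em 450 nm) was followed for 8 min.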
TrxR1 substrate – is turned over as a substrate by rat TrxR1. O89049. AID 588456. Potency, µM (series often up to 114 µM), for inactives: top-dose activity change, negative = substrate turnover. actives 0.01% (n = 390,000). purified TrxR1 substrate turnover, NADPH consumption readout; note: potency is the fitted concentration of half-maximal effect; % is set by controls: 0 for no effect and ±100 for the full control effect; nearly all actives have a fitted effect of over 50% in size
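Rat TrxR1, dispensed at 90 nM, was prereduced with 400 uM NADPH (final) for 5 min at ~22 deg C, then incubated with compound 15 min before 400 uM selenite. A first-read NADPH fluorescence drop versus no-compound background flagged substrates.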
HP1b binding inh – inhibitors of HP1-beta chromodomain binding to methylated histone tails. P83916. AlphaScreen HP1-beta / biotin-H3K9me3 peptide binding. Potency, µM (top dose mostly 114 µM), inactives show at the top dose activity change, negative = inhibition, usual class: inhibitors. actives 0.56% (n = 390,000); note: potency is the fitted concentration of half-maximal effect; nearly all actives have a fitted effect of over 70% in size; inactives centre near 23
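Compound inhibition of the preformed complex between 50 nM HP1-beta and 50 nM biotinylated H3K9me3 peptide was read by AlphaScreen. Buffer was PBS pH 7.4 with 0.01% Tween-20. Incubations ran 30 min at room temperature, with 10 ug/mL donor/acceptor beads.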
Numbers without * were called inactive; i = inactive; ? = inconclusive; nt = no result given; & = joins results of further samples; [ ] = another dose, or the depositor's remark. Unless noted, calls come from the whole dose curve; as a rule, active = well fitted curve in the direction sought with a large enough effect; inconclusive = small, poorly fitted or top-dose-only effect, or another doubt; inactive = no such curve, though single readings can be large; an effect the other way counts as inactive or inconclusive. Not all compounds are listed, so the mix of outcomes need not match the whole.

SMILES	PI4K2A inh	USP1-UAF1 inh	GLS inhibitor	Tb PGK inh	Pin1 inhibitor	IDH1 R132H inh	rTrxR1 inhibitor	TrxR1 substrate	HP1b binding inh
O=c1c2cn[nH]c2nc(SCc2cc(=O)n3cc(Br)ccc3n2)n1-c1ccc(Br)cc1	-3	-1%	-9%	-3%	37%[activator]	-3%	17%[57.1 µM]	3%[57.1 µM]	-16%
COc1cc(C2c3cc4c(cc3OC(N3CCOCC3)C2C)OCO4)cc(OC)c1OC(C)=O (centres undefined)	2	-15%	2%	-5%	-1%	2%	5%[11.4 µM]	-4%[57.1 µM]	-2%
COC(=O)c1ccccc1NC(=O)C1=CC(c2cccs2)=NS(=O)(=O)N1C	-2&-2	-15%&-6%	-2%&7%	-5%	27%&8%	-5%&22%	21%[57.1 µM]	3%[57.1 µM]	6%&20%
CCc1ccc(S(=O)(=O)/N=C2\C=C(Nc3cccc(C(=O)O)c3)C(=O)c3ccccc32)cc1	?	5.6µM*	?	-30%	?	5%	-13%	-13%	?
COc1ccc(NC(=O)COC(=O)COc2ccc(Br)cc2)cc1	0	-16%	0%	0%	2%	3%	16%	-2%	28%
Cc1ccc(NC(=O)c2ccc(N3CCOCC3)c([N+](=O)[O-])c2)cc1S(=O)(=O)N1CCOCC1	-1	-8%	-9%	-7%	0%	0%	-21%	-21%	-5%
CCCCC1=CC2=CC(=O)C(C)(OC(=O)CC)C(=O)C2=CN1Cc1ccco1 (centres undefined)	-14	-31%	?	-1%	nt	21%	?	3%	4%
Cc1cc(C)cc(NC(=O)CCN2CCCC2)c1	5	-18%	-2%	i	-3%	7%	19%	0%	50%[activator]
O=C(N[C@@H](Cc1c[nH]c2ccccc12)C(=O)O)C1CCN(S(=O)(=O)c2cccs2)CC1	-6	-6%	10%	-13%	-15%	-7%	8%	-9%	13%
O=S(=O)(c1ccc(F)cc1)N1CCN(c2ccc(F)cc2)CC1	-8	-9%	1%	-2%	-7%	-2%	14%	-4%	37%
O=C(COC(=O)C1CCN(S(=O)(=O)c2ccc3c(c2)OCCO3)CC1)NC1CCS(=O)(=O)C1 (centres undefined)	-2	-1%	9%	5%	-6%	2%	-3%	-8%	6%
COC(=O)c1cccc(NC(=O)c2ccc(S(=O)(=O)N3CCN(C)CC3)cc2)c1	1	-5%	6%	-1%	?	2%	-3%	-4%	2%
c1ccc(-c2nnc3n2CCCC3)cc1	-3	-5%	3%	-10%	-9%	4%	12%[57.1 µM]	7%[57.1 µM]	36%
CCCn1c2ccccc2c2nnc(SCC(=O)Nc3ncccn3)nc21	-6	-27%	2%	-8%	1%	2%	0%[57.1 µM]	-8%[57.1 µM]	14%
O=C(c1ccccn1)N1CCCC(N2CCN(c3cccc(C(F)(F)F)c3)CC2)C1 (centres undefined)	0	-21%	1%	-4%	-2%	7%	5%	7%	55%[activator]
CCCCN(Cc1nc2ccccc2c(=O)[nH]1)C(=O)CN1C(=O)NC2(CCCCC2)C1=O	-1	-22%	-1%	-5%	8%	2%	33%	9%	24%
O=C(NC(=S)NC1CCS(=O)(=O)C1)c1cccc([N+](=O)[O-])c1 (centres undefined)	-3	-22%	12%	i	-3%	9%	4%	10%	21%
Cc1ccn2c(NCc3ccccc3)c(-c3cccs3)nc2c1	-3	-11%	9%	-4%	0%	12%	14%[57.1 µM]	-12%[57.1 µM]	-2%
CN(C)C(=O)c1nnsc1Sc1ccc(Cl)cc1	1	-10%	1%	10%	-3%	-14%	2%[57.1 µM]	-3%[57.1 µM]	-3%
O=C(COC(=O)c1ccc[nH]c1=O)NC1CCCCCC1	0	6%	4%	0%	3%	-10%	-12%[57.1 µM]	-5%	63%[activator]
C[C@H](CO)N1C[C@H](C)[C@@H](CN(C)S(=O)(=O)c2ccc(F)cc2)Oc2ccc(NC(=O)C3CCCCC3)cc2C1=O	-4	-7%	-3%	i	0%	17%	6%[57.1 µM]	-8%[57.1 µM]	35%
O=C1c2ccc(Br)cc2C(=O)N1c1ccc(Cc2ccncc2)cc1	-3	7%	0%	-2%	5%	-3%	12%	4%	-9%
COc1ccc(OC)c(C2=Nn3c(nnc3-c3cccc(OC(C)C)c3)SC2)c1	3	-13%	12%	-2%	?	-15%	9%	-12%[57.1 µM]	?
COc1ccc(NS(=O)(=O)c2cccc3cccnc23)cc1	4	-3%	16%	-7%	0%	0%	-5%	-12%	2%
CCN(c1ccccc1)S(=O)(=O)c1ccc(Cl)c(C(=O)NCC2CCCO2)c1 (centres undefined)	3	-13%	121%[activator]	6%	-6%	-1%	-4%[57.1 µM]	-3%[57.1 µM]	8%

Some values from the results shown:
COc1cc(C2c3cc4c(cc3OC(N3CCOCC3)C2C)OCO4)cc(OC)c1OC(C)=O (centres undefined) – Tb PGK inh = -5%
COC(=O)c1ccccc1NC(=O)C1=CC(c2cccs2)=NS(=O)(=O)N1C – rTrxR1 inhibitor = 21%[57.1 µM]

(more compounds)
SMILES	PI4K2A inh	USP1-UAF1 inh	GLS inhibitor	Tb PGK inh	Pin1 inhibitor	IDH1 R132H inh	rTrxR1 inhibitor	TrxR1 substrate	HP1b binding inh
CS(=O)(=O)N(CC(=O)N1CCCC1)c1cc(Cl)c(Cl)cc1Cl	9	-6%	5%	-3%	4%	7%	8%	3%	15%
O=c1oc2cc(Br)ccc2n1CSC1=NCCS1	12	-13%	2%	-2%	5%	7%	-37%	1%[57.1 µM]	48%[activator]
O=C(CCNC(=O)N1CC(=O)Nc2ccccc21)NCc1ccccc1Cl	-1	-13%	-3%	-7%	nt	10%	nt	nt	nt
Cc1cc(C)n2nc(SCC(=O)N(C)c3ccccc3)nc2n1	-3	-11%	0%	nt	-4%	0%	9%	5%	31%
Cc1cc(Cl)ccc1NC(=O)CCC(=O)N/N=C/c1cc([N+](=O)[O-])ccc1O	0	-4%	-11%	2%	9%	2%	2%[57.1 µM]	2%[57.1 µM]	28%
O=C(CCN1CCN(CCO)CC1)Nc1ccc(OCc2ccccc2)cc1	3	0%	1%	-10%	-10%	-1%	9%	1%	17%
N#CCCNS(=O)(=O)c1ccc(C(=O)OCC2CCCCC2)cc1	-5	-6%	9%	5%	1%	0%	-2%	-9%	31%
C/C(=N/NC(=O)c1ccc(Br)o1)c1ccncc1	-1	-20%	60%[activator]	8%	-5%	1%	13%[57.1 µM]	4%[57.1 µM]	38%
CCc1ccc([C@@H]2C[C@H]3[C@@H](CN2S(=O)(=O)c2ccc(C)cc2)C(=O)C[C@@H](c2ccc(C)cc2)N3S(=O)(=O)c2ccc(C)cc2)cc1	2	-14%	-1%	-4%	nt	-4%	nt	nt	nt
Nc1nnn(CC(=O)N/N=C/c2ccc(Cl)cc2Cl)n1	3	-14%	-3%	i	5%	0%	15%	-5%	37%
CCOC(=O)c1ccc(N[C@@H]2CCN3C(=O)c4ccccc4[C@@H]3C[C@H]2O)cc1	0	-12%	1%	6%	-1%	-8%	-5%	-9%	33%
COc1ccc(-c2nn(-c3ccccc3)cc2/C=C/C(=O)OCC(=O)Nc2cccc(C#N)c2)cc1	0	-20%	-7%	i	15%	0%	105%	44%[activator][57.1 µM]	16%
COc1ccccc1NC(=O)c1nn(C)c2c1CS(=O)(=O)c1ccccc1-2	-2	-5%	0%	-9%	-5%	12%	16%[11.4 µM]	7%[11.4 µM]	46%[activator]
CC(C)(C)c1ccc(OCC(=O)NC2CCS(=O)(=O)C2)cc1 (centres undefined)	-6	-9%	2%	6%	-5%	8%	13%	3%	19%
OC(CCN1CCCC1)(c1ccccc1)C1CCCCC1 (centres undefined)	2&1	-10%	-2%	9%	1%	-10%	9%	2%	25%
COc1ccc(-c2nc3c4ccccc4[nH]c(=O)n3n2)cc1	-3	-15%	?	i	29%	5%	13%	15%	13%
CCOc1ccc(NC(=O)Cn2nnc(-c3ccccc3NC(=O)C3CC3)n2)cc1	-5	-11%	-12%	-5%	8%	-6%	6%[57.1 µM]	3%	69%[activator]
CNC(=O)c1c(NC(=O)c2ccc(N3C(=O)CCC3=O)cc2)sc2c1CCCC2	-8	-11%	21%	-8%	3%	18%	-4%[57.1 µM]	-10%[57.1 µM]	41%[activator]
COc1cccc(NC(=O)C2C3CC4OC(=O)C2C4C3)c1 (centres undefined)	1	-4%	1%	i	-3%	-2%	11%[57.1 µM]	-7%	11%
c1ccc(NN(Cc2ccncc2)c2ccccc2)cc1	0	-26%	23%	-8%	nt	-5%	nt	nt	nt
COCC(C)NC(=O)/C(=C/c1ccccc1)c1ccccc1 (centres undefined)	-5	-16%	-1%	nt	2%	-6%	11%	-6%	58%[activator]
Cc1ccc(Cn2c(N)nc3ccccc32)cc1	3	-23%	-13%	-6%	1%	5%	14%	0%	33%
Cc1ccc(C2=NS(=O)(=O)N(C)C(C(=O)NCc3ccco3)=C2)cc1	3	-20%	2%	-3%	-5%	17%	?	3%[57.1 µM]	0%
Cc1ccc(NC(=O)C2CCN(S(=O)(=O)c3c(C)noc3/C=C/c3ccco3)CC2)cc1C	-24	15%	11%	-14%	5%	-4%	-10%	-9%	24%
COc1ccc(S(=O)(=O)Nc2ccc(NC(C)=O)cc2)cc1OC	-2	-6%	29%	nt	-3%	-3%	9%	3%[57.1 µM]	27%
